# Assay outcomes: PubChem, several laboratories
# KRASV12 cytotoxicity: viability loss of HPDE-C7K cells – cell-based, fluorescence, HTS, primary screen (AID 431); HPDE-C7K KRASV12 cells, Alamar Blue viability, 48 h; higher % means a stronger effect; cytotoxicity, % at 10 µM; hits with a dose series show EC50 in µM; 63,000 compounds, 1.7% hits;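 active = compounds whose percent cytotoxicity in the single-dose primary screen, scaled between solvent and toxic-drug controls, exceeds 50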;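 also: 0% = DMSO solvent wells and 100% = doxorubicin-treated wells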
# Spn MK inh: inhibitors of Streptococcus pneumoniae mevalonate kinase; purified MK, PK/LDH-coupled NADH absorbance 340 nm; 65,000 compounds, 0.48% hits; inhibition, % at 10 µM; AID 555;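 active = ranked among the strongest by inhibition in the single 10 µM screen, a fixed top-ranked set picked for dose follow-up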; also: no value below 0 was filed
# LYP phosphatase: LYP phosphatase inhibitors, primary screen, biochemical, DiFMUP fluorescence, recombinant catalytic domain, 10 µM (AID 606). recombinant LYP catalytic domain, DiFMUP fluorescence; higher % means a stronger effect. inhibition, % at 10 µM; hits with a dose series show IC50 in µM. 52,000 tested, under 10 active;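 active = IC50 under 40 µM in the dose-response test; inactive = IC50 of 40 µM or more, or never dose-tested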
# Alkaline phosphatase: human TNAP enzyme inhibitors, biochemical, luminescent (AID 518); purified TNAP enzyme, luminescent substrate readout; higher % means a stronger effect; one-dose inhibition, % at 20 µM; IC50 in µM for titrated hits; 64,000 compounds, 0.09% hits; in the data active = a potency from the dose series; inactive = the rest, 99 in 100 with inhibition below about 22%;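 also: plate controls were vehicle for no effect and reference inhibitor for full effect; many of its hits are not listed in these tables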
# HT1080 viability: HT1080 cell viability loss – fluorescence readout (AID 620); HT1080 viability, fluorescence; higher % means a stronger effect; cytotoxicity, % at 10 µM; hits with a dose series show EC50 in µM; 87,000 compounds, 0.42% hits;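 also: cells exposed to compound overnight then 4 h with Alamar Blue; 0% = vehicle DMSO and 100% = killing control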
# HPDE-C7 viability: HPDE-C7 pancreatic duct cell viability loss – fluorescence, HTS (AID 430); 63,000 compounds, 1.8% hits; cytotoxicity, % at 10 µM, or EC50 in µM where a hit was titrated; HPDE-C7 pancreatic duct cells viability, fluorescence; higher % means a stronger effect;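 also: cells exposed to compound for 48 hours before viability readout; 0% = vehicle and 100% = reference cytotoxic drug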
# DPM-DC inhibit: blocks S. pneumoniae diphosphomevalonate decarboxylase; 65,000 compounds, 0.49% hits; calls only at 10 µM; AID 556; purified DPM-DC, PK/LDH coupled NADH fluorescence;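 active = the 320 compounds with the highest percent inhibition in the single-dose primary screen, excluding strongly autofluorescent ones, cut at about 32% in these data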;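 also: kinetic rate of NADH fluorescence loss reporting ADP formed by the decarboxylase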
# Bfl-1 inhibitors: Bfl-1 inhibitors, primary screen, biochemical, fluorescence polarization, FITC-Bid, mouse (AID 432); 64,000 compounds, 0.02% hits; one-dose displacement, % at 20 µM; IC50 in µM for titrated hits; FITC-Bid BH3 peptide fluorescence polarization displacement; higher % means a stronger effect; in the data active = a potency from the dose series; inactive = the rest, 99 in 100 with displacement below about 15%; also: strong numbers were not always called active
# PMK inhibit: blocks S. pneumoniae phosphomevalonate kinase; 65,000 compounds, 0.49% hits; inhibition, % at 10 µM; purified PMK, PK/LDH-coupled NADH absorbance 340 nm; AID 539;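 active = top-ranked compounds by inhibition in the single 10 µM screen, taking a fixed number of the strongest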;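 also: 0% = full reaction with DMSO carrier and 100% = background rate without enzyme reaction; no value below 0 was filed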
# PMK inhibit pilot replicates: also measured in PMK inhibit; calls as there; inhibition, %; measured here: pilot screen replicates
# Spn MK inh pilot replicates: recorded beside Spn MK inh, whose call it bears; inhibition, %; measured here: pilot screen replicates
# DPM-DC inhibit pilot screen %: further read-out of DPM-DC inhibit, marked with its call; inhibition, %; measured here: pilot screen trials
# Starred values were filed as active, the others as inactive; i = inactive; / = no result given; + = active, no number. Rule as the data show it, unless noted: active = cytotoxicity above about 50%; inactive = the rest. No enrichment for hits; any-hit rate near 3.5%.
SMILES,KRASV12 cytotoxicity,Spn MK inh,LYP phosphatase,Alkaline phosphatase,HT1080 viability,HPDE-C7 viability,DPM-DC inhibit,Bfl-1 inhibitors,PMK inhibit,others
O=C(Nc1ccc2oc(-c3ccccc3)nc2c1)c1ccc2c(c1)OCCO2,37%,0,10%,8%,2%,13%,i,-4%,12,
Cc1ccc2[nH]c(=O)c(CN(CC3CCCO3)C(=O)c3ccncc3)cc2c1 (stereo not drawn),-3%,8,/,3%,10%,1%,i,0%,14,
Cc1cc(C)cc(-n2c(=O)c3sccc3n(CC(=O)NCc3ccco3)c2=O)c1,-3%,2,21%,6%,30%,2%,i,-4%,9,
COc1cc(Sc2ccc(C)cc2)c(OC)cc1N,33%,2,5%,17%,0%,28%,i,3%,6,
CCOc1ccc(N2CC(C(=O)NCc3ccc(F)cc3)CC2=O)cc1 (stereo not drawn),-6%,9,/,14%,-4%,-6%,i,-5%,8,
C=CCSC1=N/C(=C\c2ccc(C)o2)C(=O)S1,26%,9,2%,20%,/,12%,i,1%,16,
COc1ccc(NC(=O)Nc2ncn(Cc3cccc(C(F)(F)F)c3)n2)cc1OC,0%,4,-3%,3%,3%,4%,i,3%,0,
CCOC(=O)c1[nH]c2ccc(OC)cc2c1NC(=O)c1nonc1C,-10%,12,/,19%,15%,-17%,i,-2%,15,
Cc1ccc(N2C(=O)c3ccccc3C2Nc2cccnc2)nc1 (stereo not drawn),12%,1,/,12%,-3%,0%,i,1%,0,PMK inhibit pilot replicates=4.0;Spn MK inh pilot replicates=1.0;DPM-DC inhibit pilot screen %=1.0
CCNc1nc(NCC)nc(Nn2cnnc2)n1,-10%,6,/,3%,/,-2%,i,-1%,4,
Cc1cc2ccccc2c(=O)n1CC(=O)NCC1COc2ccccc2O1 (stereo not drawn),-2%,9,/,7%,-4%,-2%,i,-1%,10,
CSc1ccc(C(C(C(=O)c2cccs2)N2CCOCC2)N2CCOCC2)cc1 (stereo not drawn),6%,0,11%,18%,-2%,-3%,i,1%,11,
O=C(Cn1nc(-c2ccc(Cl)cc2)ccc1=O)NCCN1CCOCC1,0%,3,-15%,12%,-7%,-4%,i,5%,1,
O=C(NCc1ccco1)C1CC(=O)N(CCc2ccccc2)C1 (stereo not drawn),-9%,13,/,-1%,5%,-9%,i,-6%,11,
Cc1cc(C)c2c(CC(=O)O)coc2c1,4%,2,3%,18%,-5%,-8%,i,2%,18,
CCOC(=O)c1cc2c3ccccc3n(CC)c2nc1N,3%,/,6%,-1%,5%,3%,/,-7%,/,
Cc1nc2cc3nc(C)sc3cc2s1,/,2,/,8%,20%,/,i,-5%,8,
CCOc1ccc2nc(NS(=O)(=O)c3ccc4c(c3)n(C)c(=O)n4C)sc2c1,/,4,4%,16%,0%,/,i,6%,0,
CCC(=O)Nc1cc(=O)[nH]c2ncnn12,-4%,10,7%,8%,-16%,2%,i,0%,6,
CCOC(=O)CSc1nc(N2CCOCC2)c2c(c1C#N)CC(C)(C)N(C)C2,-1%,0,11%,4%,-6%,-4%,i,-6%,2,
CCn1c(SCC(=O)NCc2cccs2)nnc1-c1ccncc1,-3%,4,-7%,8%,-8%,0%,i,-4%,0,
Cc1ccc(C)c2[nH]c(=O)c(CCNC(=O)C(C)(C)C)cc12,2%,8,0%,0%,6%,-10%,i,-1%,6,
Nc1cc(N)c(OCC(F)(F)F)cc1OCC(F)(F)F,5%,15,12%,11%,-1%,15%,i,65%,8,
CCOc1ccccc1C(=O)Nc1nnc(CC)s1,4%,0,/,21%,-2%,-3%,i,-6%,4,PMK inhibit pilot replicates=2.5;Spn MK inh pilot replicates=0.0;DPM-DC inhibit pilot screen %=0.0
Cn1c(=O)c2c(nc(NCc3ccco3)n2Cc2ccc(Cl)cc2Cl)n(C)c1=O,-15%,15,9%,11%,12%,-9%,i,-4%,7,
O=C(CSc1ccc2nnc(-c3ccc(Cl)cc3)n2n1)N1CCCC1,2%,2,/,1%,0%,6%,i,-2%,11,
Cc1c(C(=O)NCc2ccccc2Cl)oc2c1C(=O)CCC2,-14%,8,6%,1%,6%,-19%,i,3%,9,
CC(=O)OCC(=O)[C@@]1(O)CC[C@H]2[C@@H]3CCC4=CC(=O)C=C[C@]4(C)[C@@]3(Cl)[C@@H](Cl)C[C@@]21C,2%,9,12%,14%,-6%,7%,i,6%,2,PMK inhibit pilot replicates=4.0;Spn MK inh pilot replicates=0.0;DPM-DC inhibit pilot screen %=0.0
O=C(NCCCN1CCOCC1)c1ccc(CS(=O)(=O)c2cccc(C(F)(F)F)c2)o1,-5%,2,12%,6%,1%,-28%,i,-12%,10,
O=C(CSc1ncnc2c1cnn2-c1ccccc1)Nc1ccc2c(c1)OCO2,20%,12,8%,11%,-3%,10%,+,-3%,2,
O=C1CCCN1CCC1CCN(C(=O)Nc2ccccc2)CC1,-2%,7,-2%,1%,3%,1%,i,2%,12,
CCC(O)CNc1nc(-n2nc(C)cc2C)nc2sc3c(c12)CCCC3 (stereo not drawn),-8%,5,12%,14%,4%,-4%,i,-4%,11,
NC(=O)c1ccccc1NC(=O)CN1CCOCC1,5%,0,-3%,4%,0%,-18%,i,2%,7,PMK inhibit pilot replicates=3.5;Spn MK inh pilot replicates=7.0;DPM-DC inhibit pilot screen %=1.5
CCOC(=O)CC(C(=O)OCC)P(=O)(c1ccccc1)c1ccccc1 (stereo not drawn),7%,9,/,9%,1%,-2%,i,-3%,4,
CCc1cc(Br)ccc1NC(=O)C1CCCO1 (stereo not drawn),0%,3,3%,7%,-2%,-11%,i,3%,0,
CCOc1ccc2[nH]c(=O)c(CN(C(=O)N3CCOCC3)C3CC3)cc2c1,0%,0,13%,7%,8%,-12%,/,-7%,14,
Cc1nn(-c2ccccc2)c2sc(C(=O)c3c(N)n(C)c(=O)n(C)c3=O)cc12,-3%,0,8%,7%,2%,2%,i,28%,4,
COc1ccc(S(=O)(=O)N2CCCC(C(=O)Nc3ccc(NC(=O)c4ccccn4)cc3)C2)cc1 (stereo not drawn),-2%,0,/,19%,12%,4%,i,5%,12,
CC(=O)N(Cc1cc(=O)[nH]c2ccccc12)c1ccccc1,5%,9,-3%,14%,4%,0%,i,0%,7,
CCOc1ccc(NC(=O)CN(c2ccc(OC)cc2)S(C)(=O)=O)cc1,10%,0,-4%,8%,-7%,3%,i,-3%,0,
CCC(NC(=O)c1ccccc1NC(=O)c1ccco1)C(=O)NC1CCCCC1 (stereo not drawn),4%,0,4%,-1%,-5%,9%,i,-2%,0,
O=C(O)CCc1ccc(-c2ccc(F)cc2)n1NC(=O)c1ccco1,3%,5,-3%,6%,0%,2%,i,-4%,7,
CC(=O)C1C(=O)CC(C)(O)C(C(C)=O)C1c1ccc(N(C)C)cc1 (stereo not drawn),-5%,6,1%,3%,3%,-10%,i,1%,0,
O=C(NC1CCCCC1)C(c1ccco1)N(Cc1cccs1)C(=O)Cn1nnc2ccccc21 (stereo not drawn),-5%,7,/,4%,6%,-9%,i,-1%,18,
CN1CCN(CCCNC(=O)c2cc3c(-c4ccc(Cl)cc4)nn(C)c3s2)CC1,3%,3,4%,13%,10%,13%,/,-6%,2,
CCCCn1c(=NC(C)=O)c(C#N)cc2c(=O)n3cccc(C)c3nc21,14%,8,12%,10%,2%,-6%,/,-4%,8,
CCc1cccc(NC(=O)CCS(=O)(=O)c2cccc3nonc23)c1,3%,9,0%,9%,-3%,-1%,i,-3%,0,
c1ccc(Cn2ncc3c(NCc4ccco4)ncnc32)cc1,8%,8,-9%,10%,2%,9%,i,-2%,3,
Cc1ccc2c(c1)cc(CN(Cc1ccccc1)C(=O)N(C)C)c1nnnn12,2%,7,/,6%,-5%,4%,i,2%,14,
Cc1cc(NC(=O)CCC(=O)N(c2ccccc2)C(C(=O)NCC2CCCO2)c2cccnc2)no1 (stereo not drawn),2%,2,10%,9%,0%,-1%,i,1%,10,
Cc1c(C(=O)NCc2ccccc2)oc2ccc(S(=O)(=O)N3CCC4(CC3)OCCO4)cc12,-20%,8,/,-2%,/,-33%,i,-2%,0,
COc1ccc(OC)c2c1sc(=NC(=O)CN1C(=O)CCC1=O)n2C,-6%,7,12%,0%,4%,-1%,i,0%,12,
CC1(C)Cc2c(c(=S)nc(-c3ccccc3)n2CCO)CO1,16%,11,1%,16%,10%,8%,i,6%,12,PMK inhibit pilot replicates=8.0;Spn MK inh pilot replicates=0.0;DPM-DC inhibit pilot screen %=3.5
COC(=O)CSc1nnc(CNC(=O)Cc2ccccc2)n1-c1ccccc1OC,-10%,0,14%,4%,-2%,-4%,i,-4%,21,
CC1(C)CC(=O)c2sc(NC(=O)C3CC3)nc2C1,-1%,8,-10%,9%,/,-10%,i,-3%,0,
O=C1CC(c2ccc(Cl)c(Cl)c2)CC(O)=C1C=NCCN1CCNCC1 (stereo not drawn),30%,1,-3%,1%,1%,22%,i,7%,0,
Cc1cc(Cl)ccc1N=Cc1c(O)n(C)c(=O)n(C)c1=O,1%,10,0%,6%,1%,-4%,i,-3%,8,
COc1cc(CO)cc(Br)c1OCc1cccnc1,-1%,12,1%,19%,1%,-7%,i,-8%,15,
CCC(C)N(CCNC(=O)CC1Oc2ccccc2NC1=O)C1CCCCC1 (stereo not drawn),4%,2,-7%,8%,-4%,7%,i,3%,0,
Cc1ccc(F)cc1NC(=O)c1cccc2nccnc12,-2%,8,7%,14%,-2%,4%,i,20%,11,PMK inhibit pilot replicates=1.0;Spn MK inh pilot replicates=5.0;DPM-DC inhibit pilot screen %=6.5

# Further compounds follow:
SMILES,KRASV12 cytotoxicity,Spn MK inh,LYP phosphatase,Alkaline phosphatase,HT1080 viability,HPDE-C7 viability,DPM-DC inhibit,Bfl-1 inhibitors,PMK inhibit,others
Cc1cc(C)nc(NC(=O)c2cnc3sccn3c2=O)n1,-6%,3,4%,11%,1%,5%,i,4%,9,PMK inhibit pilot replicates=1.5;Spn MK inh pilot replicates=0.0;DPM-DC inhibit pilot screen %=12
CCOc1ccc(-n2nc(C(=O)NCCOC)c3ccccc3c2=O)cc1,-11%,0,-2%,-1%,2%,-15%,i,-5%,4,
CCN(CC)CCNC(=O)c1c(O)c2cc(OC)c(OC)cc2[nH]c1=O,6%,0,11%,3%,-9%,-6%,i,-5%,14,
Cc1ccc(S(=O)(=O)C2(C(=O)N3CCCCCC3)CC2)cc1,16%,0,3%,18%,-1%,6%,i,-3%,8,PMK inhibit pilot replicates=2.0;Spn MK inh pilot replicates=2.5;DPM-DC inhibit pilot screen %=3.0

# Filtered by structure: the compounds so far containing a cyano group.
SMILES,KRASV12 cytotoxicity,Spn MK inh,LYP phosphatase,Alkaline phosphatase,HT1080 viability,HPDE-C7 viability,DPM-DC inhibit,Bfl-1 inhibitors,PMK inhibit,others
CCOC(=O)CSc1nc(N2CCOCC2)c2c(c1C#N)CC(C)(C)N(C)C2,-1%,0,11%,4%,-6%,-4%,i,-6%,2,
CCCCn1c(=NC(C)=O)c(C#N)cc2c(=O)n3cccc(C)c3nc21,14%,8,12%,10%,2%,-6%,/,-4%,8,
